Compound activity as filed in PubChem BioAssay.
14-3-3 Bad PPI: inhibitors of 14-3-3 zeta/Bad binding, primary screen, biochemical, TR-FRET, bovine 14-3-3 zeta; inhibition, % at 21.7 µM; TR-FRET 14-3-3zeta/Dy647-pBad peptide displacement, 1 h; 14-3-3 protein zeta/delta (Bos taurus), P63103; 220,000 tested, 0.71% active; AID 781, 2007;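 active means inhibition above about 70%, limit read from the data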;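 further: 0% = full 14-3-3 plus peptide FRET controls and 100% = background without 14-3-3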
Target sequence (P63103 whole entry, looked up): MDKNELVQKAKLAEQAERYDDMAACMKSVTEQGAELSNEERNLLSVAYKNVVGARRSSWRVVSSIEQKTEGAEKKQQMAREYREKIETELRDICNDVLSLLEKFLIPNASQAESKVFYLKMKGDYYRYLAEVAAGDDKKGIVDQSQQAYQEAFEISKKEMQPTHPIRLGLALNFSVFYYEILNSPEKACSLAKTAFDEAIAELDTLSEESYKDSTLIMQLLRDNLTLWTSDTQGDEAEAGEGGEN
MDM2 E3 inh: MDM2-luciferase reporter signal enhancers, primary screen, MDM2 E3 ligase inhibitor project, cell-based, luminescence, 1536-well; 210,000 tested, 0.11% active; AID 1230, 2008; E3 ubiquitin-protein ligase Mdm2 (Homo sapiens), Q00987; cell-based MDM2 ubiquitination luciferase reporter, 2 h; 0 = plate control, 100 = twice control, blank-subtracted; signal enhancement, % at 5 µM;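 active means signal enhancement of 30% or more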;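 further: luminescence tracks abundance of the self-degrading MDM2-luciferase fusion protein; higher signal means inhibition of MDM2 E3 ligase activity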
Target sequence (Q00987 whole entry, looked up, the tested form may be a part): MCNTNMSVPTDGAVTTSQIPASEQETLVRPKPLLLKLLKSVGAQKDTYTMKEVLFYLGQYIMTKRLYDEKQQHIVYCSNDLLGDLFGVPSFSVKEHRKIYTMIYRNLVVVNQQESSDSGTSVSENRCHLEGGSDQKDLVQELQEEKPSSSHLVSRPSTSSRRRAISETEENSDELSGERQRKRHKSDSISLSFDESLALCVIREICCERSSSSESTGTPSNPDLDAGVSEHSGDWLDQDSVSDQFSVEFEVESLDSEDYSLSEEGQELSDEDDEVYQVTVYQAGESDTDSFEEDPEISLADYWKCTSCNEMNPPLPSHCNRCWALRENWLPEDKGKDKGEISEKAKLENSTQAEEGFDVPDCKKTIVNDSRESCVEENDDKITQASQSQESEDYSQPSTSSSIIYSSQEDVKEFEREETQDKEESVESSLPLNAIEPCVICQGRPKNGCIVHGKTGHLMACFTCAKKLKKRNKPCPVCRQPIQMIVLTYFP
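system = mammalian cells stably expressing self-ubiquitinating, self-degrading MDM2 E3–luciferase fusion | quantity = 2000 cells per well seeded | incubation = 4 h cell settling then 2 h compound exposure, 37 °C | signal = SteadyLite luminescence, 15 min reagent step | benchmarks = plate control and blank wells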
Hck Nef HTS: inhibitors of Nef-activated human Hck kinase, primary screen, biochemical, Z-Lyte FRET, 384-well, Hck-YEEI | Tyrosine-protein kinase HCK (Homo sapiens), P08631 | Recombinant Hck-YEEI plus Nef, Z-Lyte FRET kinase assay | inhibition, % at 20 µM | 220,000 tested, 0.68% active | AID 463187, 2010;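 active means Hck-Nef kinase inhibition above about 50%, limit read from the data; inactive means inhibition below that limit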;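 further: 0% = DMSO with Hck plus Nef and 100% = Hck alone without Nef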
L929 necroptosis: inhibitors of zVAD-triggered necroptosis, primary screen, L929 cells | 220,000 tested, 0.38% active | L929 zVAD necroptosis rescue, ATP luminescence, 24 h; with zVAD 60 µM | viability rescue, % at 10 µM | AID 1377, 2008;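 active means activation, scaled between plate controls, above about 75%, limit read from the data; inactive means activation under that limit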;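 further: 0% = zVAD with DMSO and 100% = DMSO alone without zVAD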
TbHK1 inh: Trypanosoma brucei hexokinase 1 inhibitors, primary screen, biochemical, G6PDH-coupled NADH absorbance, MLSCN library. hexokinase 1 [Trypanosoma brucei]. recombinant TbHK1, G6PDH-coupled NADH A340. inhibition, % at 10 µM. 220,000 tested, 0.11% active. AID 1430, 2008;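 active means inhibition of 50% or more in the single-dose primary screen; inactive means inhibition below 50%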
EBV gp42 block: Epstein-Barr virus gp42 inhibitors, primary screen, biochemical, uHTS, fluorescence polarization; Glycoprotein 42 (Epstein-Barr virus (strain AG876)), Q1HVG2; Fluorescence polarization binding assay, mP read-out; inhibition, % (tested at 21.74 µM); 220,000 tested, 0.42% active; AID 1085, 2008; in the data active means inhibition above about 50%
Target sequence (Q1HVG2 whole entry, looked up): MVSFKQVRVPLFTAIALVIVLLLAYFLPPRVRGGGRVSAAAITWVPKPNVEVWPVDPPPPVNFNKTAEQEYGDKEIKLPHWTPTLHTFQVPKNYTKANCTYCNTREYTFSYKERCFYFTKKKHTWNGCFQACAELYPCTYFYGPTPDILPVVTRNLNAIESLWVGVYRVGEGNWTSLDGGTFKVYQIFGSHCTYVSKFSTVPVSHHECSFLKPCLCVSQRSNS
Runt-CBFb FRET: inhibitors of RUNX1 Runt–CBFb binding, primary screen, biochemical, FRET, Cerulean-Runt, Venus-CBFb, uHTS; Runt-related transcription factor 1 (Homo sapiens) + Core-binding factor subunit beta …; Cerulean-Runt/Venus-CBFb FRET ratio 530/480, 1 h; inhibition, % at 20 µM; 220,000 tested, 0.46% active;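 active means inhibition over about 50% at 20 µM in the single-dose screen, limit read from the data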;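 further: 0% = DMSO wells and 100% = excess unlabeled CBFb competitor control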
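Doses: 20 µM compound in 1% DMSO | Material: Cerulean-labeled Runt domain protein | Amount: Each fluorescent fusion protein 100 nM | Schedule: Two 1 h room-temperature incubations shielded from light | Measured by: FRET fluorescence | Evaluation: Loss of energy transfer signal | Controls: Unlabeled CBFb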
Runt-SMMHC FRET: inhibitors of RUNX1 Runt–CBFb-SMMHC binding, primary screen, biochemical, FRET, Cerulean-Runt, Venus-CBFb-SMMHC, uHTS; Runt-related transcription factor 1 (Homo sapiens) + Core-binding factor subunit beta …; Cerulean-Runt/Venus-CBFb-SMMHC FRET ratio 530/480, 1 h; inhibition, % at 20 µM; 220,000 tested, 0.74% active; AID 1434, 2008;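 active means mean inhibition across duplicate retests at 20 µM reaching about 50%, limit read from the data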;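 further: 0% = DMSO wells and 100% = wells with excess untagged CBFb-SMMHC; inhibitors lower the FRET ratio by blocking Runt binding to CBFb-SMMHC; some results filed as inactive read as strong as hits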
NCF1 inh: p47phox/p22phox peptide binding inhibitors, primary screen, biochemical, uHTS, NADPH oxidase regulatory subunit | 220,000 tested, 0.53% active | fluorescence polarization, 2 h | AID 1274, 2008 | Neutrophil cytosol factor 1 (Homo sapiens), P14598 | inhibition, % at 24.7 µM;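 active means inhibition above about 30%, limit read from the data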;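 further: 0% = p47phox with labelled peptide and 100% = labelled peptide alone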
Active calls of the source: *; / = not tested or not shown; [ ] = remark or other dose.

Under each structure: 14-3-3 Bad PPI | MDM2 E3 inh | Hck Nef HTS | L929 necroptosis | TbHK1 inh | EBV gp42 block | Runt-CBFb FRET | Runt-SMMHC FRET | NCF1 inh
- C=C1CCC2C(C)(C)[C@H](O)CC[C@@]2(C)[C@@H]1COc1cc(=O)oc2ccccc12 (stereo not given in full)
→ 2 | / | 1 | 2.7 | -2 | 0 | -3 | -1 | -12
- Cc1onc(-c2ccccc2)c1C(=O)n1nnc2ccccc21
→ 2[fluorescence artefact?] | -14 | 0 | 0.9 | -3 | 6 | 1 | -1 | -2
- O=C(O)COc1ccccc1/C=N/NC(=O)CSc1nc2ccccc2n1Cc1ccccc1Cl
→ -1 | -3 | 17 | 0.0 | -11 | -14 | -15 | -10 | -17
- COc1ccc(NC(=O)CSc2nnc(N)s2)cc1
→ -5[fluorescence artefact?] | / | 10 | 0.7 | 4 | -17 | 1 | 5 | 6
- COc1ccc(C(=O)C(OC(=O)c2ccccc2)c2ccccc2)cc1 (stereo not given)
→ 0 | -2 | 0 | 0.5 | 10 | 4 | -2 | -7 | -4
- Brc1cc2c(cc1/C=N/Nc1nc3ccccc3s1)OCO2
→ 12 | -13 | 0 | 0.2 | -15 | -4 | 2 | 4 | -3
- O=C(CSc1nnc(Cc2cccs2)n1C1CCCCC1)N1CCCc2ccccc21
→ 4 | -8 | 0 | 0.8 | 3 | -5 | -1 | -4 | -13
- N#CC1=C(N)N(c2ccc(Oc3ccccc3)cc2)C(=O)C1
→ -13 | 3 | 3 | -0.2 | 1 | -6 | -5 | -16 | -17
- O=C(N/C(=C/c1ccc(Cl)cc1)C(=O)N1CCCC1)c1ccccc1
→ 1 | / | 13 | -0.2 | -8 | -12 | -1 | 0 | -7
- CC(C)(C)S(=O)c1cccs1 (stereo not given)
→ 68 | -8 | -3 | -0.7 | -1 | 11 | 3 | 2 | -4
- CCC(=O)NCCNc1ccc([N+](=O)[O-])cn1
→ -6[fluorescence artefact?] | -7 | 3 | 0.9 | -22 | -11 | 0 | 2 | -3
- CCOc1ccc(N2C(=O)CSC23CCCCC3)cc1
→ 6[fluorescence artefact?] | -17 | -4 | 1.9 | -6 | -20 | 1 | -6 | -7
- CCN1CNC(=S)N(c2ccccc2OC)C1
→ -9[fluorescence artefact?] | -14 | 2 | -0.6 | -11 | -3 | 0 | 0 | 5
- Cc1c(-c2ccccc2)cn2c1-c1ccc(C)n1CC2
→ -9 | -15 | 2 | 0.5 | -4 | 2 | -7 | -26 | -30
- Cc1ccc(CNC(=O)Nc2ccc3c(c2)N(C)C(=O)CS3)cc1
→ -5 | -16 | 6 | 2.3 | 6 | 8 | -3 | -4 | -14
- CC1(C)CC(=O)c2cnc(N3CCN(c4ccccc4)CC3)nc2C1
→ -16 | -4 | -1 | 3.7 | -10 | -9 | -1 | -1 | -18
- CC(C)c1cccc(C(C)C)c1NC(=O)COC(=O)c1ccc2c(c1)S(=O)(=O)c1ccccc1C2=O
→ 2[fluorescence artefact?] | 9 | 3 | -0.1 | -10 | -15 | -3 | 9 | -4
- Cn1c(CNS(=O)(=O)c2ccc(Br)cc2)n[nH]c1=S
→ -8 | -17 | 0 | 0.4 | -1 | -14 | 0 | 6 | -10
- CCN(CC)CCC(c1ccc(N(C)C)cc1)c1c(OC)cc(OC)c2ccc(=O)oc12 (stereo not given)
→ -7 | -2 | 29 | 0.1 | -24 | -8 | 1 | 2 | -7
- CN1CCN(S(=O)(=O)c2ccc(N3CCN(S(=O)(=O)c4cccs4)CC3)nc2)CC1
→ 24 | -9 | 3 | -0.1 | -7 | -17 | -2 | 1 | -5
- Cc1ccc(C(=O)COC(=O)C2CC(=O)N(c3nc(-c4ccccc4)cs3)C2)cc1C (stereo not given)
→ 3 | -16 | 3 | -0.9 | -13 | -3 | 2 | 2 | -21
- COc1ccc(NC(=O)c2cccc(-n3c(C)ccc3C)c2)c(OC)c1
→ 9[fluorescence artefact?] | 14 | 4 | -0.2 | 13 | -23 | -4 | 2 | -31
- Oc1cccc(Nc2nc(NCC3CCCO3)c3ccccc3n2)c1 (stereo not given)
→ 63[fluorescence artefact?] | 3 | 0 | 3.4 | -5 | -1 | 0 | 0 | -10
- O=C(COC(=O)Cc1ccc(Br)cc1)NC1CCCCCC1
→ -5 | -10 | 21 | 1.0 | 3 | 2 | -2 | 2 | -2
- O=C(COC(=O)c1cc(-c2ccco2)nc2ccccc12)NCc1ccc2c(c1)OCO2
→ 9 | -1 | 9 | -0.5 | -2 | -3 | -5 | -14 | -2
- Cc1ccccc1N1C(=O)C2ON(c3ccccc3)C(c3cccnc3)C2C1=O (stereo not given)
→ 3 | -12 | -1 | -0.2 | 0 | -4 | -3 | -2 | -8
- CCOC(=O)CC(=O)Nc1nnc(C(C)C)s1
→ -6[fluorescence artefact?] | -17 | -1 | 0.0 | 1 | 9 | -3 | -1 | 0
- CCOCCCNC(=S)N(Cc1ccccc1)Cc1nc2ccccc2c(=O)[nH]1
→ 12 | -10 | 9 | -0.4 | -5 | -9 | 6 | 6 | -11
- CCOc1ccc(OCC)c(NC(=O)CSc2nnnn2CC)c1
→ -5 | -12 | -8 | -1.0 | 1 | -8 | -2 | 5 | -4
- CCC(c1nnc(SCC(=O)NCCc2ccc(Cl)cc2Cl)o1)N(C)C (stereo not given)
→ -11 | -53 | 1 | 0.6 | -1 | -9 | -1 | 3 | -3
- CN(C)C(=O)Cn1c(SCC(=O)Nc2ccc3c(c2)OCO3)nc2ccccc21
→ -17 | / | 7 | -0.3 | 8 | 0 | -1 | -1 | -7
- COc1cc2[nH]c(=O)n(CCC(=O)N3CCN(c4cccc(C)c4C)CC3)c(=O)c2cc1OC
→ 19 | -34 | 74* | 2.6 | -25 | -11 | 3 | 0 | 13
- CC(=O)C(Cc1ccccc1)NC(=O)CN1CCc2ccccc2C1 (stereo not given)
→ -10 | -1 | 20 | 0.3 | -8 | 0 | -3 | -2 | -3
- Cc1cccc(C)c1NC(=O)COC(=O)CSc1nnc(N)s1
→ 13 | -4 | 3 | 1.1 | -2 | -15 | 0 | -3 | -8
- CC(C)C(=O)N1CCC(CN=Cc2c(O)n(C3CCCCC3)c(=O)n(C3CCCCC3)c2=O)CC1
→ -8 | 3 | 0 | -0.4 | -13 | 4 | -1 | -6 | -12
- O=C(c1ccccc1F)N(Cc1nc2ccccc2c(=O)[nH]1)C1CCCC1
→ 3 | 0 | 26 | -0.7 | 1 | -4 | -1 | -1 | -2
- O=C(NC1CCCCC1NC(=O)c1cccs1)c1cccs1 (stereo not given)
→ -4 | -24 | 0 | 0.3 | -3 | -3 | -1 | -3 | 3
- CCCCn1c2nc3ccccc3nc2c2c(=O)n(CCC)cnc21
→ -5 | -17 | 2 | -0.2 | -5 | -11 | 0 | 22 | -3
- COc1ccc(C(=O)N2CCC(c3ccccc3)CC2)c(OC)c1OC
→ -1 | -7 | 10 | 0.9 | -3 | -2 | 0 | -1 | 0
- Cc1ccc(NC2Nc3cc(C)nn3S2)c(C)c1 (stereo not given)
→ -15 | -5 | 24 | -0.6 | -3 | 3 | 4 | 6 | -38
- O=C(COc1ccccc1)NCc1n[nH]c(=S)n1-c1ccccc1
→ -8 | 1 | 18 | 2.4 | -6 | -8 | 7 | 11 | 4
- COC(=O)c1cnn(-c2ccccc2)c1C(OC)OC
→ -3 | -6 | 12 | 0.7 | -7 | -15 | 2 | -4 | 5
- COc1ccc(C(=O)Cc2ccc(OC)c(OC)c2)cc1
→ -9 | -12 | 1 | 0.4 | -4 | -19 | 2 | -7 | -13
- CCC(=O)NC(c1ccccc1Cl)c1c(O)ccc2ccccc12 (stereo not given)
→ 1 | -5 | 1 | -0.3 | 4 | 4 | 1 | -1 | -1
- O=C(O)CC(CC(=O)Nc1ccc(C(=O)O)cc1)c1ccccc1 (stereo not given)
→ 6 | -11 | 7 | 0.0 | -5 | -7 | 1 | 0 | -5

Record cards, from the list above. Screens in order: 14-3-3 Bad PPI, MDM2 E3 inh, Hck Nef HTS, L929 necroptosis, TbHK1 inh, EBV gp42 block, Runt-CBFb FRET, Runt-SMMHC FRET, NCF1 inh
`O=C(c1ccccc1F)N(Cc1nc2ccccc2c(=O)[nH]1)C1CCCC1` as listed: 3, 0, 26, -0.7, 1, -4, -1, -1, -2
`COc1cc2[nH]c(=O)n(CCC(=O)N3CCN(c4cccc(C)c4C)CC3)c(=O)c2cc1OC` as listed: 19, -34, 74*, 2.6, -25, -11, 3, 0, 13
`Cc1cccc(C)c1NC(=O)COC(=O)CSc1nnc(N)s1` as listed: 13, -4, 3, 1.1, -2, -15, 0, -3, -8

More structures follow.
Under each structure: 14-3-3 Bad PPI | MDM2 E3 inh | Hck Nef HTS | L929 necroptosis | TbHK1 inh | EBV gp42 block | Runt-CBFb FRET | Runt-SMMHC FRET | NCF1 inh
- Nn1c(SCc2nc3ccccc3[nH]2)nnc1-c1cccnc1
→ 0 | -21 | -6 | 3.0 | -2 | -12 | 2 | -3 | -7
- CCN(CC)CCN1C(=O)C(=O)/C(=C(/O)c2c(C)[nH]c(C(=O)OC)c2C)C1c1ccco1 (stereo not given)
→ 6 | -12 | 0 | 0.2 | -32 | 6 | 0 | 1 | -9
- CN(C)c1ccc(C(=O)NCc2ccc3c(c2)CCO3)cc1
→ -4 | -11 | -11 | 0.4 | -8 | -13 | 3 | 1 | -22
- CCSc1nnc(Cn2c(=O)sc3ccccc32)n1-c1ccc(OC)cc1
→ 7[fluorescence artefact?] | -9 | 0 | 1.6 | -1 | -11 | -3 | 6 | -11
- COCCc1nnc(NC(=O)Cc2ccccc2)s1
→ 3 | -18 | -4 | 1.4 | -1 | -20 | 0 | 0 | -10
- Cc1oc(-c2ccc3c(c2)OCCO3)cc1C(=O)NCC(=O)O
→ -3 | -29 | 25 | 2.4 | 11 | -12 | / | / | -10
- COC(=O)CSc1nnc(-c2cccnc2)n1C
→ -5 | -2 | 18 | 0.4 | -4 | -6 | 1 | 2 | 2

Single values from above.
COC(=O)CSc1nnc(-c2cccnc2)n1C in 14-3-3 Bad PPI is entered as -5
COCCc1nnc(NC(=O)Cc2ccccc2)s1 in Runt-CBFb FRET is entered as 0
